Compound activity from PubChem BioAssay.
GDH-TPI inh: GDH-TPI coupling enzyme inhibitors, primary screen, artefact control for M. tuberculosis FBA inhibitor project, biochemical, absorbance, full deck. GDH-TPI coupled enzyme counterscreen, NADH absorbance. inhibition, % at 4.8 µM. 360,000 tested, 1.2% active. AID 588335, 2011;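 note: 0% = DMSO wells and 100% = wells lacking the enzyme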
FadD28 binding: inhibitors of FadD28 bisubstrate probe binding, primary screen, biochemical, fluorescence polarization, single point; Mycobacterium tuberculosis FadD28 fatty-acid-AMP ligase; inhibition, % at 12.5 µM; 360,000 tested, 0.22% active; in the data active = inhibition above about 8.5%, passing the limit was not always enough; inconclusive = no clear call, values can overlap the other calls
UGM FP inh: M. tuberculosis UGM enzyme inhibitors, primary screen, biochemical, fluorescence polarization, single point | purified UGM, fluorescence polarization probe displacement | UDP-galactopyranose mutase (Mycobacterium tuberculosis (strain ATCC 25618 / H37Rv)), … | 320,000 tested, 0.06% active | inhibition, % at 10 µM; in the data active = inhibition above about 10%, passing the limit was not always enough; inconclusive = no clear call, values can overlap the other calls
Rv3671c protease: Rv3671c serine protease inhibitors, primary screen, biochemical, fluorescence polarization, M. tuberculosis H37Rv | P9WHR9 | inhibition, % at 5.96 µM | 320,000 tested, 0.048% active | AID 2606, 2010; in the data active = inhibition above about 38%;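 note: extracellular domain of Rv3671c used as enzyme; 0% = enzyme with DMSO and 100% = no enzyme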
Target sequence (P9WHR9 whole entry, looked up, the tested form may be a part): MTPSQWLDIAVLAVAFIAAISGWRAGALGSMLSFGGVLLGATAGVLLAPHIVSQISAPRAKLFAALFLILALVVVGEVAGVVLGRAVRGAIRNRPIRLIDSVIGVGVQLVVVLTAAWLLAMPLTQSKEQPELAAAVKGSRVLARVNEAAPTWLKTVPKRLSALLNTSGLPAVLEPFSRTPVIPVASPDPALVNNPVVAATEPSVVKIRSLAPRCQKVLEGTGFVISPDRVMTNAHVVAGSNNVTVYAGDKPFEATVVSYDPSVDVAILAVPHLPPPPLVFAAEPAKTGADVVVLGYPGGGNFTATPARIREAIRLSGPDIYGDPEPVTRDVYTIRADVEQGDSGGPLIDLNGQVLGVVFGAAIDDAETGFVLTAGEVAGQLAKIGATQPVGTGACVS
BioA inh: M. tuberculosis BioA enzyme inhibitors, primary screen, biochemical, plate reader, single point, HTS; 7,8-diaminopelargonic acid synthase BioA (Mycobacterium tuberculosis); purified M. tuberculosis BioA enzyme; inhibition, % at 9.99 µM; 360,000 tested, 0.096% active; in the data active = inhibition above about 40%; inconclusive = no clear call, values can overlap the other calls
MazEF act: activators of E. coli MazEF toxin-antitoxin RNase, primary screen, biochemical, fluorescence, uHTS | Endoribonuclease toxin MazF (Escherichia coli (strain K12)), P0AE70 | FAM/BHQ RNA-DNA oligo cleavage fluorescence, 5 h | activation, % at 20 µM | 350,000 tested, 0.32% active | AID 504720, 2011; in the data active = activation above about 50%
Target sequence (P0AE70 whole entry, looked up): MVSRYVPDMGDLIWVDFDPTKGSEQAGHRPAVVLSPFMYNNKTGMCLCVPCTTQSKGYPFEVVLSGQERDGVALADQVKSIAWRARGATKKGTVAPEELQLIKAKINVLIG
VHR inh abs: VHR1 phosphatase inhibitors, primary screen, biochemical, absorbance, uHTS; Dual specificity protein phosphatase 3 (Homo sapiens), P51452; recombinant VHR phosphatase, pNPP absorbance; inhibition, % at 13.3 µM; 290,000 tested, 0.52% active; in the data active = inhibition above about 50%; note: some compounds called inactive have numbers as strong as hits
Target sequence (P51452 whole entry, looked up): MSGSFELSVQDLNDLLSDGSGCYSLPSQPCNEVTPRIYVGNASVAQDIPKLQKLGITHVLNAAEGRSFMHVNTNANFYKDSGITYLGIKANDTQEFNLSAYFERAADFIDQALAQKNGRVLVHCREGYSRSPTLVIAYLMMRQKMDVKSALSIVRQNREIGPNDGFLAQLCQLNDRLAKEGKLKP
BoNT-F LC inh: BoNT/F light chain protease inhibitors, primary screen, biochemical, flow cytometry, MLPCN library | Botulinum neurotoxin type F light chain protease (Clostridium botulinum) | Multiplex microsphere protease cleavage assay | inhibition, % at 10 µM | 360,000 tested, 0.22% active | AID 588497, 2011; in the data active = inhibition above about 35%, passing the limit was not always enough; inconclusive = no clear call, values can overlap the other calls; note: plate controls were buffer without enzyme for full effect and enzyme alone for no effect
CCHFV vOTU inh: CCHFV vOTU protease inhibitors, primary screen, biochemical, Pep-AMC substrate, fluorescence | AID 651958, 2012 | Crimean-Congo hemorrhagic fever virus L polyprotein viral ovarian tumor (vOTU) protease … | inhibition, % at 11.5 µM | 370,000 tested, 0.55% active; note: 0% = vehicle wells with enzyme and 100% = no enzyme wells
FBA Mtb inh: Mtb FBA enzyme inhibitors, primary screen, biochemical, fluorescence, strain H37Rv. Fructose-bisphosphate aldolase (Mycobacterium tuberculosis (strain ATCC 25618 / H37Rv)), …. inhibition, % at 1 µM. purified M. tuberculosis FBA, fluorescence read-out. 360,000 tested, 2.3% active; in the data active = inhibition above about 27%;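 note: 0% = vehicle and 100% = reference inhibitor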
Numbers without * were called inactive; ? = inconclusive; . = not tested or not shown; & = joins results of further samples. Cut-off read from the data, not from the text of the source, unless noted: active = inhibition above about 30%; inactive = the rest. Random draw from the library, and some 4.9% of all compounds hit somewhere here.

compound | GDH-TPI inh | FadD28 binding | UGM FP inh | Rv3671c protease | BioA inh | MazEF act | VHR inh abs | BoNT-F LC inh | CCHFV vOTU inh | FBA Mtb inh
CCOC(=O)C1=C(C)OC(N)=C(C#N)C1c1ccccc1 (configuration not stated) | 0 | -2.8 | 0.2 | -2 | . | -8 | 3 | 3 | 13 | 3
O=C1OCCN1C(=O)[C@H]1[C@H](c2ccc([N+](=O)[O-])cc2)C(c2ccc(F)cc2)=NN1c1ccccc1 | 20 | -1.1 | . | . | -2.5 | -2 | . | -2 | 12 | -1
CC1=C(C(=O)OCc2ccccc2)C(c2ccc(N3CCOCC3)cc2)NC(=O)N1 (configuration not stated) | -2 | -4.9 | -0.1 | 3 | -2.1 | 4 | -9 | -3 | 6 | 0
CCN(CCCNC(=O)C1CCN(C(=O)c2cc3sccc3n2C)CC1)Cc1ccccc1 | -1 | -1.6 | -0.6 | -8 | -1.1 | -3 | -4 | -4 | 8 | -1
CC(=O)c1c(C)nc(Nc2nc(C)c3cc(C)ccc3n2)nc1C | 8 | -0.4 | -1.6 | -3 | . | -9 | 23 | -1 | -4 | 16
CCC(CO)Oc1cc(NC(=O)c2cccc(OC)c2)c2ncn(C(C)C)c2c1 (configuration not stated) | -1 | -2.7 | -0.7 | 0 | 0.1&-0.4 | 3 | . | 0 | -2 | -1
O=C(COc1ccc(NS(=O)(=O)c2ccc(F)cc2)cc1)N1CCOCC1 | 5 | -0.3 | 2.5 | 1 | . | -9 | -31 | -2 | 1 | 4
CC(C)c1ccc(-c2nc3c([nH]2)c(=O)n(C)c(=O)n3C)cc1 | 0 | -5.3 | 0.8 | 3 | 1.4 | 21 | 0 | -2 | 6 | 3
O=C(NCc1ccccc1)Nc1cccn(Cc2ccccc2Cl)c1=O | -1 | -4.5 | 3.0 | 5 | . | -2 | -8 | -7 | -2 | 7
Cc1ccc(S(=O)(=O)N2CCN(S(=O)(=O)c3ccc(C)cc3)C2)cc1 | -10 | -0.1 | 0.9 | 1 | -2.1 | -4 | 46 | -7 | -14 | 3
Cc1cccc(CSc2nc3ccncc3n2CC(=O)Nc2cc(C)cc(C)c2)c1 | 3 | -4.0 | -1.0 | -2 | 0.4 | -21 | 11 | 4 | 6 | 0
CC12CCC(C(=O)N(c3ccc(Cl)cc3)C1=O)C2(C)C (configuration not stated) | -2 | -1.5 | -3.5 | -1 | -0.2 | 8 | -8 | 6 | 2 | -1
COc1ccc(CCN(C)C2CCCN(C(=O)c3ccnn3C)C2)cc1OC (configuration not stated) | -1 | -1.0 | 0.3 | -3 | 3.3 | -4 | 34 | -2 | 1 | 3
COc1ccc(-c2nc(-c3cccc(C(F)(F)F)c3)no2)cc1OC | -2 | -1.7 | -2.0 | -2 | -2.8 | 3 | 7 | -4 | 4 | -1
NS(=O)(=O)c1ccc(CCNc2nc(C(F)(F)F)nc3ccccc23)cc1 | -3 | -9.6 | 5.3 | -19 | -2.2 | 5 | 20 | -21 | 5 | -3
COC(=O)c1cccc(NC(=O)Cc2ccsc2)c1 | -10 | . | 1.4 | -11 | 2.3 | 2 | 10 | -23 | -14 | -4
O=C(OCCN1CCOCC1)c1cccc(F)c1 | 10 | 1.2 | 0.4 | -2 | -0.8 | 3 | -3 | . | -11 | 1
CS(=O)(=O)c1ccc(N2CCN(C3CC(=O)NC3=O)CC2)cc1 (configuration not stated) | -7 | -0.9 | 0.8 | 0 | 0.2 | 1 | -15 | -4 | 2 | 1
Cn1c(=O)c2c(nc(N3CCCCC3)n2C)n(C)c1=O | -11 | -4.7 | -3.1 | 6 | -1.7 | 0 | -17 | -1 | 6 | 0
CCc1ccc2oc(=O)cc(CN3CCN(CCO)CC3)c2c1 | -3 | -4.3 | 2.1 | 2 | -1.0 | 3 | 14 | -6 | -3 | 2
CN(C)CCNc1c2c(c(C#N)c3nc4ccccc4n13)CCCC2 | -7 | -4.6 | 0.6 | 0 | 3.3 | -17 | 18 | 18 | -3 | -10
Cc1ccc(-c2csc(NC(=O)c3ccccc3Cl)c2C(=O)O)cc1 | 12 | -11 | 2.3 | 1 | 1.1 | 2 | 2 | 10 | 0 | 2
CSC(SC)=C(C#N)C(=O)c1ccccc1 | 24 | -1.5 | 4.2 | -5 | -0.5 | -13 | 6 | . | -6 | -2
Cc1ccc(CN(C)Cc2cc(=O)oc3cc(C)c(Cl)cc23)cc1 | 3 | -1.9 | 1.0 | -9 | -1.2 | -4 | . | -11 | -17 | -6
CN(C1CCCCC1)S(=O)(=O)c1ccc(SCC(=O)C(C)(C)C)nc1 | -11 | -3.1 | 1.6 | 7 | -1.1 | 4 | . | 14 | 18 | -2
COC(=O)c1sccc1NC(=O)Nc1ccc(C)cc1C | -6 | -4.8 | 0.1 | -1 | -0.6 | 3 | 61 | -4 | 14 | -4
O=C(CNC(=O)C12CC3CC(CC(C3)C1)C2)N/N=C\c1ccccn1 | 2 | 1.8 | 1.2 | -2 | 2.1 | 1 | 25 | 2 | -16 | 1
O=C(CNS(=O)(=O)c1ccccc1)NCC(=O)N1CCCCC1 | -3 | -5.1 | 0.2 | 8 | -0.8 | -6 | -8 | 20 | -12 | 1
O=C(NCc1cccnc1)c1ccc(NC(=O)c2cccc([N+](=O)[O-])c2)cc1 | 12 | -2.7 | 1.1 | 3 | -2.1 | 2 | 10 | -7 | -9 | -2
CN1CCN(S(=O)(=O)c2ccc(-c3ccc(Cl)cc3)cc2)CC1 | -5 | -0.3 | 4.0 | -2 | -0.4 | -1 | -1 | -5 | 10 | 2
COc1ccc(S(=O)(=O)NCc2nc3nc(C)cc(C)n3n2)cc1OC | 0 | -1.3 | -0.6 | 11 | -1.4 | 0 | 17 | -1 | 11 | -1
C=CCN(CC=C)C(=S)NC(=O)c1ccc(OC)c(Br)c1 | 4 | -1.1 | 0.6 | 10 | -1.2 | 3 | 19 | -3 | . | -3
Cc1ccn2c(=S)[nH]nc2c1 | 4 | -1.7 | . | . | -2.6 | -2 | . | 10 | -7 | 1
Cc1oc2cc3c(C(=O)N4CCCCC4)c(C)oc3cc2c1C(=O)N1CCCCC1 | -4 | -4.3 | 0.7 | -9 | -0.3 | -3 | 21 | 4 | -12 | 0
CS(=O)(=O)c1ccc(-c2nnc(NC(=O)c3cccc(N4C(=O)CCC4=O)c3)o2)cc1 | 15 | -2.9 | -0.7 | -1 | . | 8 | . | 3 | 8 | -2
O=C(Nc1ccccc1)NC1CCCCNC1=O (configuration not stated) | -10 | -3.8 | -0.4 | 2 | -1.0 | -10 | 20 | -45 | -14 | -2
O=C(NCc1ccc(F)cc1)c1cc(C2CCCCN2S(=O)(=O)c2cccc3cccnc23)on1 (configuration not stated) | -1 | -4.0 | . | . | -0.9 | . | . | 2 | 3 | -2
O=C(NCCCNC(=O)c1cc(Cl)ccc1Cl)c1ccccn1 | 2 | -3.1 | 1.5 | -11 | 1.2 | -29 | 6 | 25 | -8 | 1
OC[C@@H]1CN(Cc2cccc3ccccc23)C[C@H](n2cnc3c(NCc4ccco4)ncnc32)O1 | 5 | -3.0 | . | . | 0.5 | . | . | -2 | 10 | 1
Cc1ccccc1NC(=O)C(C)OC(=O)CCC(=O)c1ccccc1 (configuration not stated) | 4 | -0.8 | . | . | 11 | -1 | . | 6 | -8 | 3

More structures follow:
Each structure is followed by: GDH-TPI inh, FadD28 binding, UGM FP inh, Rv3671c protease, BioA inh, MazEF act, VHR inh abs, BoNT-F LC inh, CCHFV vOTU inh, FBA Mtb inh
- COc1ccc(N(C(=O)c2snc(C(N)=O)c2N)C(C(=O)NC2CCCC2)c2cc(OC)ccc2OC)c(OC)c1 (configuration not stated)
→ 12, 0.3, 0.2, 0, -0.3, 11, 31, -1, 0, 3
- CCN(CC)C(=O)CN1CCN(c2ccccc2F)CC1
→ -4, -0.6, -1.8, -2, -0.6, 7, 21, 7, -9, 6
- CC(=O)c1ccc(NC(=O)c2ccc3c(c2)C(=O)N(c2ccccn2)C3=O)cc1
→ 4, 0.7, 2.4, -1, ., 1, -20, -22, 9, 1
- Cc1ccc(C)c(Nc2c([N+](=O)[O-])c(=O)oc3ccccc23)c1
→ 18, -2.3, -2.8, 7, 2.6, 10, 5, 8, -4, -3
- O=C(CCc1nnc(-c2ccsc2)o1)N1CCc2c(Cl)cccc2C1
→ -5, -2.2, -1.1, 4, 3.8, 1, 21, -1, 3, 0
- O=C1C=CC(=O)N1N(c1ccccc1)c1ccccc1
→ 4, -2.2, 1.9, 1, 0.4, -9, -1, -1, -15, 1
- Cc1[nH]c(=O)sc1C(=O)NCc1ccc([N+](=O)[O-])cc1
→ 1, -2.3, ., ., 1.0, ., ., -3, -3, -2
- CC(C)OC(=O)c1cccnc1N1CCN(c2ccc(F)cc2)CC1
→ -5, -1.0, -0.9, -13, -1.5, -19, 36, -2, 3, -4
- Cc1oc(-c2ccccc2Cl)nc1CS(=O)CC(=O)NCc1ccco1 (configuration not stated)
→ 6, -1.5, 0.0, -4, -1.1, -4, 15, 3, 10, 0
- CCOCCCN(C(=O)Nc1ccc(CC)cc1)C1CCN(C(C)=O)CC1
→ 0, -2.5, 0.1, 2, 0.0, 0, 7, 4, -8, -1
- Cn1c2ccccc2c(=O)c2c(=O)n(Cc3ccccc3)c(-c3ccc(F)cc3)nc21
→ -1, 0.7, 1.2, 4, ., -7, 20, -4, 0, 5
- COc1ccc(S(=O)(=O)Nc2cc(C)on2)cc1OC
→ -10, -4.2, -1.5, 2, 0.8, 2, 9, ?, 0, 0
- O=C1NCN(c2ccccc2)C12CCN(C(c1cccs1)c1nnnn1-c1ccc3c(c1)OCCO3)CC2 (configuration not stated)
→ ., -2.1, ., ., 6.4, ., ., -3, -1, 4
- CCOC(=O)COc1cc([N+](=O)[O-])cc2cccnc12
→ 3, -1.3, -0.8, 3, -2.0, 1, 17, 0, -2, 3
- O=C(CSc1ccc(-c2ccco2)nn1)NC1CCCC1
→ 1, -2.3, -2.5, -5, ., -3, -16, -1, 9, 5
- Cc1cc(C)cc(N(CCC(=O)Nc2nnc(C)s2)S(=O)(=O)c2ccc(Cl)cc2)c1
→ 2, -1.1, -3.1, 1, ., -1, 1, 2, 3, -1
